Source: PubChem BioAssay (Broad Institute)
NFkB binder – binds human NF-kappa-B p105 on microarray; Small molecule microarray, anti-His fluorescence binding; AID 624139; P19838; calls only; 1.3% of 17,000 active;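 active = spot fluorescence over background significantly raised, with a chance value under 7% in all four replicate spots of the compound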;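 also: probe protein is his-tagged human p50 processed subunit at 1 µg/ml; raw spot fluorescence signals with no normalization applied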
Target sequence (P19838 1-433 limits assumed): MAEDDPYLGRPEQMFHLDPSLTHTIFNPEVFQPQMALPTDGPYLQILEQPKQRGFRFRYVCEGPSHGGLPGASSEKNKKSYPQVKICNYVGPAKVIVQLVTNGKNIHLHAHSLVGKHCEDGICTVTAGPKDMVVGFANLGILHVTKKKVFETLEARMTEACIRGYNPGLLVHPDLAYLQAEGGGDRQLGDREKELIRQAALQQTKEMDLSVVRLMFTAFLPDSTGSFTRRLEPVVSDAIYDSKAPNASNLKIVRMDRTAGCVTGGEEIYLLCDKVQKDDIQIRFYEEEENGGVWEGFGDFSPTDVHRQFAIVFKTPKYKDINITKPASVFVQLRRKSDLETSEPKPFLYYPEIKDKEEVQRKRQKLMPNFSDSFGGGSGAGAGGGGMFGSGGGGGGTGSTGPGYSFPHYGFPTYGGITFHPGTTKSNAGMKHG
Calls only; i = inactive. These rows are one share of the data; rates above refer to the full screens.

SMILES	NFkB binder
Cc1ccc(S(=O)(=O)Nc2ccc3c(c2)C(=O)N([C@@H](C)CO)C[C@@H](C)[C@H](CN(C)C(=O)c2ccncc2)OCCCC[C@H](C)O3)cc1	i
C[C@H]1CN([C@@H](C)CO)C(=O)CCCn2cc(nn2)CO[C@H]1CN(C)C	i
C[C@@H]1CCCCO[C@H](CN(C)Cc2ccc(C(=O)O)cc2)[C@@H](C)CN([C@H](C)CO)C(=O)c2cc(NC(=O)Nc3ccc(F)cc3)ccc2O1	i
Cc1c(CC(C)(C)C(=O)O)n(Cc2ccc(Cl)cc2)c2ccc(F)cc12	i
CNC[C@@H]1Oc2ccc(NC(=O)Nc3cccc4ccccc34)cc2CC(=O)N([C@@H](C)CO)C[C@@H]1C	i
C[C@H]1CN([C@@H](C)CO)C(=O)Cc2cc(NC(=O)Nc3ccc(F)cc3)ccc2O[C@H]1CN(C)Cc1ccc(C(=O)O)cc1	i
COc1ccc([Si](C)(C)[C@@H]2[C@@H](CCO)O[C@]3(C(=O)N(C)c4ccccc43)[C@H]2C)cc1	i
C[C@H](CO)N1C[C@H](C)[C@@H](CN(C)C(=O)Nc2ccc(C(F)(F)F)cc2)Oc2c(NC(=O)c3cnccn3)cccc2C1=O	i
C[C@H](CO)N1C[C@H](C)[C@H](CN(C)S(=O)(=O)c2ccccc2)Oc2ccc(NC(=O)Cn3cnnn3)cc2CC1=O	i
Cc1noc(C)c1NC(=O)N(C)C[C@@H]1OCCCC[C@@H](C)Oc2ccc(NS(C)(=O)=O)cc2C(=O)N([C@H](C)CO)C[C@@H]1C	i
C[C@@H]1CN([C@H](C)CO)C(=O)c2cccc(NS(=O)(=O)c3cn(C)cn3)c2O[C@@H]1CN(C)C(=O)Nc1ccc(C(F)(F)F)cc1	i
COc1ccc(CN(C)C[C@@H]2Oc3ccc(NC(=O)Nc4c(C)noc4C)cc3CC(=O)N([C@H](C)CO)C[C@H]2C)cc1	i
CC(C)(C)[C@H]1C=C(C(=O)N2CCN(Cc3ccc4c(c3)OCO4)CC2)O[C@@H](OCCCCO)C1	i
C[C@H](CO)N1C[C@H](C)[C@@H](CN(C)C(=O)Nc2ccc3c(c2)OCO3)Oc2ccc(NC(=O)c3ccncc3)cc2C1=O	i
COc1ccc(CN(C)C[C@H]2Oc3ccc(NS(C)(=O)=O)cc3C(=O)N([C@H](C)CO)C[C@@H]2C)cc1	i
C[C@H](CO)N1C[C@H](C)[C@@H](CN(C)C(=O)Nc2ccccc2F)OCc2cn(nn2)CCCC1=O	i
Cc1cccc(NC(=O)CSc2nnc3n(C)c4ccccc4n23)c1	i
CNC[C@@H]1Oc2c(NS(=O)(=O)c3ccc(OC)cc3)cccc2C(=O)N([C@H](C)CO)C[C@@H]1C	i
Cc1occc1-c1nnc(SCC(=O)Nc2cccc(Cl)c2)n1-c1ccccc1	i
C[C@@H]1CCCCO[C@@H](CN(C)S(=O)(=O)c2ccccc2)[C@@H](C)CN([C@@H](C)CO)C(=O)c2cc(NC(=O)CCCN(C)C)ccc2O1	i

The final 3 records of the part above lead into the next:
SMILES	NFkB binder
CNC[C@@H]1Oc2c(NS(=O)(=O)c3ccc(OC)cc3)cccc2C(=O)N([C@H](C)CO)C[C@@H]1C	i
Cc1occc1-c1nnc(SCC(=O)Nc2cccc(Cl)c2)n1-c1ccccc1	i
C[C@@H]1CCCCO[C@@H](CN(C)S(=O)(=O)c2ccccc2)[C@@H](C)CN([C@@H](C)CO)C(=O)c2cc(NC(=O)CCCN(C)C)ccc2O1	i
O=S(=O)(NCCCO)c1ccc(Br)cc1	i
Cc1cc2c(CO)cc(SCC(O)C(=O)O)cc2o1 (stereo not given)	i
Clc1cccc(C=NC=Nc2cccc(Cl)c2)c1	i
C[C@@H]1CN([C@@H](C)CO)C(=O)c2cc(N(C)C)ccc2O[C@H]1CN(C)Cc1ccccc1	i
COc1ccc(S(=O)(=O)Nc2cccc3c2O[C@@H](CN(C)Cc2ccncc2)[C@@H](C)CN([C@@H](C)CO)C3=O)cc1	i
O=C(O)C1CC=CCC1C(=O)Nc1ccc(S(=O)(=O)N2CCc3ccccc32)cc1 (stereo not given)	i
CC(CCCCC(=O)Nc1ccc(C(F)(F)F)cc1)NCCc1cnc[nH]1 (stereo not given)	i
CC(C)NC(=O)N(C)C[C@H]1Oc2ccc(NS(=O)(=O)c3cn(C)cn3)cc2CC(=O)N([C@@H](C)CO)C[C@@H]1C	i
COc1cc(OC)c(C(=O)NCc2ccccn2)cc1OC	i
O=C(NCc1n[nH]c(=O)c2ccccc12)c1cc2ccccc2oc1=O	i
C[C@@H]1CCCCO[C@@H](CN(C)C(=O)Nc2ccccc2)[C@@H](C)CN([C@@H](C)CO)C(=O)c2cc(NC(=O)CCC(F)(F)F)ccc2O1	i
C[C@@H]1CN([C@H](C)CO)C(=O)c2cc(N(C)C)ccc2O[C@@H]1CN(C)C(=O)NC1CCCCC1	i
C[C@H]1CN([C@@H](C)CO)C(=O)c2cc(NC(=O)CCC(F)(F)F)ccc2O[C@@H]1CN(C)C(=O)Nc1cccc2ccccc12	i
CCOC(=O)c1ccc(Nc2nnc(CSc3nc(C)cc(C)n3)s2)cc1	i
CCOC(=O)c1oc2c(C)c(O)ccc2c(=O)c1-c1nncn1-c1ccccc1	i
Cc1cc(Br)c2c(c1)C(O)(CC(=O)c1ccc(C)o1)C(=O)N2 (stereo not given)	i
CC(C)NC(=O)N(C)C[C@H]1Oc2ccc(NC(=O)CCC(F)(F)F)cc2CC(=O)N([C@@H](C)CO)C[C@@H]1C	i
C=CCOC(=O)[C@H]1[C@@H]2C(=O)O[C@@H](c3ccccc3)[C@@H](c3ccccc3)N2[C@@H](c2ccc(OCCOC(=O)[C@H]3C[C@H]4C(=O)NCC(=O)N4[C@H]3c3ccc(O)cc3)cc2)[C@]12C(=O)Nc1ccccc12	i
COc1ccc(CCNC(=O)c2cc3ccccc3oc2=O)cc1OC	i
O=C1O[C@H](c2ccccc2)[C@H](c2ccccc2)N2[C@H]1[C@@H](C(=O)N1CCN(c3ncccn3)CC1)[C@]1(C(=O)Nc3ccc(C#CC4=CCCCC4)cc31)[C@H]2c1ccccc1OCCO	i

Next part
SMILES	NFkB binder
C[C@H]1CN([C@@H](C)CO)C(=O)c2cccc(N(C)C)c2O[C@@H]1CN(C)C(=O)Nc1ccc(C(F)(F)F)cc1	i
COc1ccc(S(=O)(=O)N(C)C[C@@H]2Oc3ccc(NC(=O)Nc4ccc(C(F)(F)F)cc4)cc3CC(=O)N([C@H](C)CO)C[C@@H]2C)cc1	i
C[C@H]1CCCCO[C@@H](CN(C)C(=O)Nc2ccccc2)[C@@H](C)CN([C@@H](C)CO)C(=O)c2cc(N(C)C)ccc2O1	i
C=C(C(=O)O)[C@@H]1CC[C@@]2(C)CC[C@H](O)[C@@]2(C(C)=O)C1	i
COc1ccc(S(=O)(=O)N(C)C[C@@H]2Oc3ccc(NS(=O)(=O)c4ccc(Cl)cc4)cc3C(=O)N([C@H](C)CO)C[C@@H]2C)cc1	i
C[C@H](CO)N1C[C@H](C)[C@H](CN(C)C(=O)Nc2cccc3ccccc23)OCc2cn(nn2)CCCC1=O	i
Cc1ccc(-n2c(SCC(=O)Nc3ccc(C)c(Cl)c3)nnc2-c2ccccc2O)c(C)c1	i
CC(C)NC(=O)N(C)C[C@@H]1OCCCC[C@@H](C)Oc2ccc(NC(=O)Nc3ccccc3)cc2C(=O)N([C@H](C)CO)C[C@@H]1C	i
Cc1noc(C)c1S(=O)(=O)N(C)C[C@@H]1Oc2c(NC(=O)c3cnccn3)cccc2C(=O)N([C@H](C)CO)C[C@@H]1C	i
O=C(/C=C/CCc1ccccc1)CCc1ccccc1	i
C[C@@H]1CN([C@@H](C)CO)C(=O)c2cc(NC(=O)Cn3cnnn3)ccc2O[C@H]1CN(C)Cc1ccncc1	i
C[C@H](CO)N1C[C@H](C)[C@H](CN(C)C(=O)Nc2ccccc2F)OCc2cn(nn2)CCCC1=O	i
COc1cc(CNC2CCCC2)ccc1OCC(N)=O	i
CC1(C)CC[C@]2(C(=O)O[C@@H]3O[C@H](CO)[C@@H](O)[C@H](O)[C@H]3O)CC[C@]3(C)C(=CCC4[C@@]5(C)CC[C@H](O[C@@H]6O[C@H](C(=O)O)[C@@H](O[C@@H]7O[C@H](CO)[C@@H](O)[C@H](O)[C@H]7O)[C@H](O)[C@H]6O[C@@H]6O[C@H](CO)[C@@H](O)[C@H](O)[C@H]6O)C(C)(C)C5CC[C@]43C)C2C1 (stereo not given in full)	i
C[C@@H]1CCCCO[C@@H](CN(C)C(=O)CCC(F)(F)F)[C@@H](C)CN([C@@H](C)CO)C(=O)c2cc(NS(C)(=O)=O)ccc2O1	i
C[C@H]1C=C(C(=O)Nc2ccccc2)O[C@@H](OCCCCO)C1	i
COc1ccc(CN(C)C[C@H]2Oc3ccc(NC(=O)Nc4ccc(C(F)(F)F)cc4)cc3C(=O)N([C@@H](C)CO)C[C@@H]2C)cc1	i
Oc1ccc([C@@H]2Oc3cc(O)cc(O)c3C[C@@H]2O)cc1	i
CCCC(O)C#Cc1cnc2c(c1)C(=O)N([C@H](C)CO)C[C@H](C)[C@H](CN(C)C)O2 (stereo not given in full)	i
CCCCCS(=O)(=O)CCCCCCCCCCn1c(-c2ccc(O)cc2)c(C)c2cc(O)ccc21	i

Continuation:
SMILES	NFkB binder
C[C@H](CO)N1C[C@H](C)[C@@H](CN(C)C(=O)Nc2cccc(C(F)(F)F)c2)OCc2cn(nn2)CCCC1=O	i
C[C@@H]1CCCCO[C@H](CN(C)C)[C@H](C)CN([C@H](C)CO)C(=O)c2cc(NC(=O)Nc3ccc(C(F)(F)F)cc3)ccc2O1	i
Cc1noc(C)c1S(=O)(=O)Nc1ccc2c(c1)CC(=O)N([C@H](C)CO)C[C@@H](C)[C@@H](CN(C)Cc1ccc(-c3ccccc3)cc1)O2	i
COC1=CC(=O)O[C@@H](CCc2ccccc2)[C@@H]1O	i
CCO[C@@H]1OC(C(=O)NCc2nc3ccccc3[nH]2)=C[C@H](C)[C@H]1CCCO	i
N#C/C(=C\c1ccc(O)c(O)c1)C(=O)NCCCNC(=O)/C(C#N)=C/c1ccc(O)c(O)c1	i
Cc1noc(C)c1S(=O)(=O)N(C)C[C@@H]1Oc2ccc(NC(=O)NC(C)C)cc2CC(=O)N([C@H](C)CO)C[C@@H]1C	i
C[C@H](CO)N1C[C@H](C)[C@@H](CN(C)S(=O)(=O)c2ccccc2)Oc2ccc(NC(=O)NC3CCCCC3)cc2CC1=O	i
Cc1noc(C)c1NC(=O)N(C)C[C@H]1Oc2c(NC(=O)c3ccc(-c4nccs4)cc3)cccc2C(=O)N([C@H](C)CO)C[C@@H]1C	i
Cc1cc(N(CC(=O)Nc2ccccc2C(=O)N2CCCC2)S(C)(=O)=O)ccc1Br	i
C[C@H]1CCCCO[C@@H](CN(C)Cc2ccc(C(=O)O)cc2)[C@@H](C)CN([C@@H](C)CO)C(=O)c2cc(NC(=O)Nc3ccc(F)cc3)ccc2O1	i
CNC[C@@H]1Oc2ccc(NC(=O)CCCN(C)C)cc2C(=O)N([C@H](C)CO)C[C@@H]1C	i
COc1ccccc1NC(=O)c1c(NC(=O)c2cccnc2)sc2c1CCC(C)C2 (stereo not given)	i
C[C@H](CO)N1C[C@H](C)[C@H](CN(C)Cc2ccccc2)Oc2ccc(N(C)C)cc2C1=O	i
COc1ccc(-c2cn(S(=O)(=O)c3ccccc3OC)nc2N)cc1OC	i
COC(=O)c1cc(OC)c(OC)cc1NC(=O)c1c(C)noc1C	i
COc1ccc(S(=O)(=O)N(C)C[C@H]2Oc3ccc(NC(=O)Nc4ccc(C(F)(F)F)cc4)cc3CC(=O)N([C@H](C)CO)C[C@H]2C)cc1	i
Cc1noc(C)c1NC(=O)Nc1cccc2c1O[C@H](CN(C)Cc1ccccc1)[C@@H](C)CN([C@H](C)CO)C2=O	i
Cc1ccc2c(C)c(C(=O)Nc3ccc(S(=O)(=O)Nc4ncccn4)cc3)oc2c1	i
O=C(O)CC/C=C\CC[C@@H]1[C@@H](N2CCCCC2)[C@@H](O)C[C@@H]1OCc1ccc(-c2ccccc2)cc1	i

Pulled one by one from above (2):
SMILES	NFkB binder
Cc1ccc2c(C)c(C(=O)Nc3ccc(S(=O)(=O)Nc4ncccn4)cc3)oc2c1	i
O=C(O)CC/C=C\CC[C@@H]1[C@@H](N2CCCCC2)[C@@H](O)C[C@@H]1OCc1ccc(-c2ccccc2)cc1	i

Shown field by field: 2 of the compounds above.
structure: Cc1noc(C)c1S(=O)(=O)Nc1ccc2c(c1)CC(=O)N([C@H](C)CO)C[C@@H](C)[C@@H](CN(C)Cc1ccc(-c3ccccc3)cc1)O2
  NFkB binder: i

structure: COC1=CC(=O)O[C@@H](CCc2ccccc2)[C@@H]1O
  NFkB binder: i

Going on with the list:
SMILES	NFkB binder
O=C(CCc1ccc(O)cc1)CC(O)CCc1ccc(O)c(O)c1 (stereo not given)	i
NC(=O)CSc1nnc(Cc2ccccc2)n1-c1ccccc1	i
C[C@@H]1CN([C@H](C)CO)C(=O)Cc2cc(NC(=O)CCN3CCOCC3)ccc2O[C@@H]1CN(C)C	i
C[C@@H]1CN([C@H](C)CO)C(=O)c2cc(NC(=O)NC3CCCCC3)ccc2O[C@@H]1CN(C)C(=O)Nc1ccccc1	i
COc1ccc([C@H]2C=C(C(=O)NCc3ccccc3)O[C@@H](OCc3ccc(CO)cc3)C2)cc1	i
Cc1ccc(S(=O)(=O)Nc2ccc3c(c2)CC(=O)N([C@H](C)CO)C[C@@H](C)[C@H](CN(C)Cc2ccncc2)O3)cc1	i
Cc1cc(C)cc(NC(=O)COc2ccc(N3CC(C(N)=O)CC3=O)cc2)c1 (stereo not given)	i
COc1ccccc1CC(=O)Nc1ccc(S(=O)(=O)N2CCOCC2)cc1	i
